Screens: PubChem BioAssay, The Scripps Research Institute Molecular Screening Center
PLC-gamma1 inh: inhibitors of human phospholipase C gamma1 | P19174 | purified PLC-gamma1, fluorogenic substrate, fluorescence | inhibition, % at 12.2 µM | 370,000 compounds, 0.84% hits; in the data active = inhibition above about 9.5%
Target sequence (P19174 whole entry, looked up): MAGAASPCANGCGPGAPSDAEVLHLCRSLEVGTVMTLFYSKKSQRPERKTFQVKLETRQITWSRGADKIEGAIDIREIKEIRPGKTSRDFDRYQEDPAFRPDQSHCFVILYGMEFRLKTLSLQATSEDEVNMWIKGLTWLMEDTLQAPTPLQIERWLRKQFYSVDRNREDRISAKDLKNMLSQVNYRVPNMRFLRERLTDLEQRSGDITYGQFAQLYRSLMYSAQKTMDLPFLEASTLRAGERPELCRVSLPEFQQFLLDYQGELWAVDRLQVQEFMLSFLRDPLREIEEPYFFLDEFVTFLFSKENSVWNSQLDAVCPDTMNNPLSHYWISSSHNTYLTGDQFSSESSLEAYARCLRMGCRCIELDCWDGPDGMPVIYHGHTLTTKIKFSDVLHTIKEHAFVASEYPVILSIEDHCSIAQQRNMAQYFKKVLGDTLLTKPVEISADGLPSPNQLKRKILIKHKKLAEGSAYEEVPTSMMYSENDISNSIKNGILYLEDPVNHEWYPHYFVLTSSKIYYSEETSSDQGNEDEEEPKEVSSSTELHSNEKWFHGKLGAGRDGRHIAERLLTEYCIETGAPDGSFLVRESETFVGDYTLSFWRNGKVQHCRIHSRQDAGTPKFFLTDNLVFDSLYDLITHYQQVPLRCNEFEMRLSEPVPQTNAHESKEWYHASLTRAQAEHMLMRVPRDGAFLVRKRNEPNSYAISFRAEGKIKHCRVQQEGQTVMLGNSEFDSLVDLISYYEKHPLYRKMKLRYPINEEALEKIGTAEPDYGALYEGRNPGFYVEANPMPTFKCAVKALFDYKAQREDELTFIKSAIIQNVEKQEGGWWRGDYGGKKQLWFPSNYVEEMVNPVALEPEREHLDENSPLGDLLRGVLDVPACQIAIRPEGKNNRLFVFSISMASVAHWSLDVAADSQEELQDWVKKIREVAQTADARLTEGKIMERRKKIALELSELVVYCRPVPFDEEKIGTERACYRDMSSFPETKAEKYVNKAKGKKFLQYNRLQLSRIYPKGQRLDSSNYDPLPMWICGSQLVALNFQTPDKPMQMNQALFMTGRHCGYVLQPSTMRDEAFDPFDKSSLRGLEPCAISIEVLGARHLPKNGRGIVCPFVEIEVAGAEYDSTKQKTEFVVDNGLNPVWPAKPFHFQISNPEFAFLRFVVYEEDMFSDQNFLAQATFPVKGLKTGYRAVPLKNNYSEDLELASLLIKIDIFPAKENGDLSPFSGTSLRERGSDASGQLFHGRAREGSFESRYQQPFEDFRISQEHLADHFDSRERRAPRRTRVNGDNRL
ssDAF12 agonist: S. stercoralis DAF-12 activation, primary screen; HEK293 ssDAF-12/GRIP1 lit1-tk-luc reporter, luminescence; % of 3 µM dafachronic acid response; activation, % at 6.8 µM; AID 652126; 370,000 compounds, 1% hits;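 active = activation above the mean over all tested compounds plus 3 SD, cut at about 0.9% in these data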;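 note: 0% = DMSO-only wells and 100% = 3 µM delta7-dafachronic acid wells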
PLC-beta3 inh: blocks human PLC-beta3 enzyme activity; Q01970; Purified PLC-beta3, fluorogenic substrate, fluorescence; inhibition, % at 12.2 µM; 370,000 compounds, 0.18% hits; AID 720704; in the data active = inhibition above about 11%;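 note: 0% = median of compound wells on plate and 100% = full blocker control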
hcDAF12 agonist: H. contortus DAF-12 activation, primary screen; HEK293 hcDAF-12 lit1-tk-luc reporter, luminescence; 0% DMSO, 100% Δ7-dafachronic acid; 370,000 compounds, 1.4% hits; activation, % at 6.8 µM; AID 652067;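 active = activation above the mean of all tested compounds plus 3 SD, cut at about 5.5% in these data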;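 note: 100% = response to 3 µM Δ7-dafachronic acid high control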
ADAM17 inh: inhibitors of human ADAM17. inhibition, % at 6.95 µM. P78536. AID 720648. 370,000 compounds, 0.83% hits. recombinant ADAM17, EDANS/DABCYL FRET peptide cleavage;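 active = inhibition above the mean of compounds lying between control limits plus 3 SD, set per campaign, cut at about 8.5% in these data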;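 note: 0% = DMSO-only wells as the low control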
FXN GAA850 act: activators of GAA850 frataxin (FXN) promoter; HEK293 lucGAA850 FXN promoter luciferase reporter, 24 h; percent of 10 µM SAHA response; activation, % at 6 µM; 360,000 compounds, 0.56% hits; AID 540364;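 active = activation above the average of all compounds screened plus 3 SD, cutoff fixed separately per campaign, cut at about 7.5% in these data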;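 note: 0% = DMSO wells and 100% = 10 µM SAHA wells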
DAX1 inh-1: inhibits human nuclear receptor DAX1; P51843; HEK293 Gal4-DAX1 luciferase reporter, luminescence; inhibition, % at 6.75 µM; 340,000 compounds, 0.99% hits; AID 504766;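 active = inhibition above the mean over all tested compounds plus 3 SD, cut at about 4.2% in these data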;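 note: 0% = DAX1-transfected cells with DMSO and 100% = empty-vector control cells with DMSO; inhibition shows as a rise in luminescence from relieved DAX1 repression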
hgDAF12 agonist: activates the H. glycines DAF-12 receptor ligand-binding domain | HEK293 GAL4-hgDAF12 UAS-luciferase reporter, agonist luminescence; normalized to butyrate control | activation, % at 6.8 µM | 370,000 compounds, 1.8% hits | AID 687014;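 active = activation above a cutoff set at the mean of all screened compounds plus 3 SD, cut at about 10% in these data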;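 note: 0% = DMSO wells and 100% = sodium butyrate wells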
DAX1 inh-2: DAX1 (NR0B1) inhibition, primary screen; HEK293T StAR-luciferase reporter, SF-1/DAX-1 repression relief; AID 652010; 370,000 compounds, 1.1% hits; inhibition, % at 6.8 µM;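 active = inhibition above the mean over all tested compounds plus 3 SD, cut at about 3.6% in these data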;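 note: 0% = DAX-1 cells with DMSO and 100% = cells lacking DAX-1 with DMSO; higher inhibition means more luminescence from relief of DAX-1 repression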
ADAM10 inh: inhibits human ADAM10; O14672; recombinant ADAM10, EDANS/DABCYL FRET peptide cleavage, 3 h; inhibition, % at 7 µM; 370,000 compounds, 0.62% hits; AID 720582;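 active = inhibition above a per-campaign cutoff equal to the mean of compounds falling between control-based bounds plus 3 SD, cut at about 20% in these data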;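 note: 0% = DMSO wells while the 100% control is not disclosed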
HGIII-sPLA2 inh: Blocks human group III sPLA2 activity. Q9NZ20. QFRET BODIPY PC-A2 liposome hydrolysis, fluorescence. inhibition, % at 12.2 µM. 370,000 compounds, 0.56% hits;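 active = inhibition above mean plus 3 SD of compounds lying within the high and low control bounds, cut at about 19% in these data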;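 note: 0% = median of test compound wells and 100% = no enzyme DMSO wells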
The depositor's hits bear a star; / = no result given.

SMILES	PLC-gamma1 inh	ssDAF12 agonist	PLC-beta3 inh	hcDAF12 agonist	ADAM17 inh	FXN GAA850 act	DAX1 inh-1	hgDAF12 agonist	DAX1 inh-2	ADAM10 inh	HGIII-sPLA2 inh
O=C(CN1CCc2ccccc2C1)Nc1ccccc1Cl	2	-1.9	-7	-0.3	-2	1.3	0.2	-2.8	0.1	6	-3
Cc1cccc(NS(=O)(=O)c2cc(C(=O)N3CCCC3)ccc2Cl)c1	-1	-1.8	0	-0.5	-1	-0.4	1.7	1.6	-0.1	-3	-1
CCOC(=O)c1c(-c2ccccc2)csc1N1C(=O)Nc2ccccc2N1O	-21	-1.9	-22	-1.7	2	-0.2	-0.1	-0.1	-0.1	2	-16
CCc1ccc(NC(=O)CSc2nc(=O)n(CCCN3CCOCC3)c3c2CCCC3)cc1	0	-1.0	-6	-0.5	-3	0.8	-2.9	-3.0	-1.0	-9	3
CN1C/C(=C/c2cccnc2)C(=O)/C(=C/c2cccnc2)C1	5	-1.9	5	-2.1	6	-6.4	-5.6	-0.1	-2.0	0	3
Cc1c(Br)cccc1NC(=O)C1(C)CCN1C(C)C (stereo not given)	2	-0.7	5	-0.8	1	-1.8	/	-2.2	0.3	-15	7
Cc1ccc(S(=O)(=O)NC(=O)N2CCCN(Cc3ccc(F)cc3)CC2)cc1	0	-1.6	-7	-0.9	1	0.3	-0.6	0.7	-0.1	-2	-3
CCN(Cc1ccccc1)Cc1ccc(OCc2ccccc2)c(OC)c1	-1	-1.3	0	-1.0	-2	1.9	1.8	0.2	0.3	2	-6
CC(NC(=O)NC12CC3CC(CC(C3)C1)C2)c1ccc2c(c1)OCO2 (stereo not given)	4	-1.4	1	0.0	0	-0.9	-1.7	-1.2	-0.7	1	3
COc1cc(C(F)(F)F)nc2c(Br)c(C(C)(C)C)nn12	-96	-1.7	-130	0.2	-34	1.1	/	0.5	0.2	-96	-3
O=C(NCC(c1cccnc1)N1CCOCC1)c1cccs1 (stereo not given)	-1	-0.9	0	-1.3	-2	-0.4	-1.6	-1.4	-0.3	5	4
Cc1cc(Cl)ccc1NC(=O)COC(=O)c1nc2nccc(C)n2n1	2	-1.8	-1	-0.4	-4	-0.3	-0.2	-1.5	0.0	-12	1
CCn1c(C)c(C(C)=O)c(SC)nc1=S	4	-1.2	4	-0.3	-3	-1.7	1.3	2.5	0.5	1	6
C=CC[C@@H](CC(=O)N[C@@H](CO)Cc1ccccc1)C(=O)N[C@@H](COC(=O)[C@H](CC=C)CC(=O)OC(C)(C)C)Cc1c[nH]c2ccccc12	2	-0.5	-2	-0.2	6	-10	1.1	-0.7	-0.1	8	-87
COc1ccc(CC(=O)NCc2ccccc2F)cc1S(=O)(=O)N1CCOCC1	1	-0.4	-3	-0.1	-2	0.8	1.2	-1.1	0.1	-12	2
CCN(CC)S(=O)(=O)c1ccc(C)c(NC(=O)COc2ccc3c(C)cc(=O)oc3c2)c1	-1	-0.9	3	-1.5	-7	-0.4	1.8	0.3	-1.7	-3	20*
CCCCCCCC(=O)N/N=C/c1cccnc1	1	-1.1	5	-0.5	0	-0.1	-0.9	4.8	-0.5	9	2
COc1cccc(-n2c(SCC(=O)Nc3cc(C)on3)nc3ccccc3c2=O)c1	2	-1.6	1	-1.7	-4	-0.2	-0.7	-3.2	0.0	2	1
COc1cc(OC)c(NC(=O)CCNC(=O)Cn2ccc3ccccc3c2=O)cc1Cl	1	-0.6	2	-2.1	1	1.4	1.0	-0.6	-0.1	1	2
CC(C)CCNC(=O)CCn1nc(-c2ccccc2)ccc1=O	-3	-1.3	5	-1.1	-3	0.4	0.5	0.5	-0.4	-4	-2

Only DAX1 inh-2 (three entries from above):
structure | DAX1 inh-2
O=C(CN1CCc2ccccc2C1)Nc1ccccc1Cl | 0.1
Cc1cccc(NS(=O)(=O)c2cc(C(=O)N3CCCC3)ccc2Cl)c1 | -0.1
CCOC(=O)c1c(-c2ccccc2)csc1N1C(=O)Nc2ccccc2N1O | -0.1

(next part)
SMILES	PLC-gamma1 inh	ssDAF12 agonist	PLC-beta3 inh	hcDAF12 agonist	ADAM17 inh	FXN GAA850 act	DAX1 inh-1	hgDAF12 agonist	DAX1 inh-2	ADAM10 inh	HGIII-sPLA2 inh
CCOc1ccc(NC(=O)CN(C)C(=O)CCNC(=O)c2ccccc2Cl)cc1OCC	2	0.3	-1	1.0	-4	-0.5	-0.2	-0.5	-0.4	-6	7
COc1ccccc1N1CCN(Cc2nc3ccsc3c(=O)[nH]2)CC1	3	-1.2	1	-2.3	-2	1.7	0.2	-1.5	1.5	-1	6
CCCOc1cccc(C(=O)N(Cc2ccccc2)C2CCS(=O)(=O)C2)c1 (stereo not given)	2	-1.0	-7	-3.6	-3	0.2	-1.0	-2.6	-0.1	-9	0
CSc1ccc(CCNS(=O)(=O)c2ccc3c(c2)C(C)(C)C(=O)N3C)cc1	3	-1.3	-4	-0.6	1	5.5	0.1	-2.8	0.3	9	-14
C[N+](C)(C)CCCC(=O)c1ccc2c(c1)OCO2	1	-0.7	2	-1.6	-3	-1.5	1.6	1.8	0.0	1	9
CSc1nc(C)c(Cl)c(C)c1C#N	1	-0.3	3	0.8	-2	0.1	-0.1	-0.4	0.0	-4	2
COc1ccc(-c2n[nH]c(=S)n2Cc2ccccc2)cc1OC	3	-0.6	-3	-2.5	-4	0.7	0.2	-2.3	0.5	7	19
Cc1cc(C)cc(OCC(=O)OCC(=O)Nc2ccc(Cl)cn2)c1	-1	-1.1	-2	0.2	0	-0.1	-0.1	3.5	0.3	-4	-6
CN(Cc1ccccc1)C(=O)c1cn(C)c2ccc(S(=O)(=O)N3CCCC3)cc2c1=O	6	-0.6	-4	-2.1	-2	-1.0	0.7	2.3	-0.1	-2	2
O=C(OC(C(=O)NC1CCCC1)c1ccncc1)C1=Cc2ccccc2OC1 (stereo not given)	-26	-0.8	-32	-0.3	-16	-2.3	-1.8	-0.5	1.0	-23	0
O=C(O)c1cccc(NC(=S)NC(NC(=O)c2ccccc2[N+](=O)[O-])C(Cl)(Cl)Cl)c1 (stereo not given)	-3	-1.1	-1	0.1	-1	1.0	-1.6	2.0	0.6	-11	-8
CCCCCC(C)NC(=O)CN1C(=O)NC(C)(c2ccc3ccccc3c2)C1=O (stereo not given)	4	-1.3	1	-1.7	1	-2.5	0.8	-3.3	-2.3	15	-14
COC(=O)[C@H](C)NC(=O)NCCC1=CCCCC1	4	-0.8	-9	-2.0	-3	0.9	-0.3	-0.5	0.2	-7	7
CCCC(=O)Oc1cccc(C2NC(=O)c3ccccc3O2)c1 (stereo not given)	-3	0.6	-12	-2.5	-13	-1.7	2.1	-0.1	0.1	-30	-6
Cc1ncoc1C(=O)N1CCCC(N2CCN(c3cccc(C(F)(F)F)c3)CC2)C1 (stereo not given)	5	-1.5	-4	-2.9	-2	-0.8	0.2	-1.4	-0.5	9	-4
O=C(NCCCn1ccnc1)c1cc(C2CC2)on1	1	-1.0	0	-2.1	-2	-0.3	0.1	-1.3	1.2	-5	0
COc1ccc(NC(=O)O/N=C/c2ccc(N(C)C)cc2)cc1	-11	-0.2	-25	-0.1	-17	3.0	0.1	6.9	1.2	-60	10
CCCCNC(=O)c1ccc(NS(=O)(=O)c2ccc3[nH]c(=O)[nH]c3c2)cc1	5	-0.8	-1	0.2	0	0.0	0.0	1.6	-0.1	2	-6
CCC(C)(C)NC(=O)C(c1cccn1C)N(C(=O)Cn1nnc2ccccc21)c1ccc(OC)cc1 (stereo not given)	-3	-1.6	-1	2.3	-2	-2.4	0.3	1.2	-0.5	-3	-22
CCCN1Cc2cccc(C(=O)N3CCN(c4ccc(F)cc4)CC3)c2C1=O	1	-0.6	3	-1.6	-2	0.3	0.0	-2.1	-1.2	5	5
COc1ccc(CNC(=O)c2noc(C)c2[N+](=O)[O-])cc1	7	-0.9	3	1.5	2	-0.7	-1.0	1.0	0.1	8	-14
Cc1cn([C@H]2C[C@H](O)[C@@H](CCC(=O)NCCCc3ccccc3)O2)c(=O)[nH]c1=O	-2	-1.0	-1	-0.6	-4	/	/	-0.8	1.1	-23	11
CC1CCCC(NC(=O)COC(=O)c2ccccc2Sc2ccccc2C#N)C1C (stereo not given)	1	-1.8	-1	-3.2	1	-2.9	1.7	0.4	0.4	0	-4
COc1ccc(CNC(=O)COC(=O)c2cccc(S(=O)(=O)N3CCOCC3)c2)cc1	-1	-0.5	1	-0.1	-2	0.9	0.3	3.8	0.3	-2	3
CCNc1ncnc2c1cnn2C1CCCCO1 (stereo not given)	-2	-0.8	2	2.8	-2	1.7	0.9	1.1	-0.7	-4	-2
COc1ccccc1N1C(=O)[C@@H]2[C@H](C1=O)[C@H](C(=O)c1ccc(OC(C)=O)cc1)N1N=CC=C[C@@H]21	-16	-1.7	-22	-0.2	-2	/	/	2.1	-0.5	-6	-19
Cc1cc(F)ccc1NCc1ccncc1	1	-0.8	-1	-1.1	-4	0.0	0.8	0.6	-0.6	-3	-1
CC(C)C(NS(=O)(=O)c1cccc2nsnc12)C(=O)NCc1ccc2c(c1)OCO2 (stereo not given)	0	-0.9	5	-1.0	-1	1.8	0.9	2.1	0.5	-6	-1
O=C(NCCCN1CCCC1)c1ccc2c(Cl)c3c(nc2c1)CCCC3	0	-1.6	0	-1.0	1	4.3	2.0	0.5	0.6	0	-13
COc1ccccc1NC(=O)C(=O)Nc1ccc2c(c1)N(C(=O)C1CC1)CCC2	-5	-0.5	-9	-0.7	-6	2.2	-1.2	2.3	-0.5	0	5
CCCCNC(=O)CSc1nc2cc3c(cc2c(=O)n1CCCC(=O)NCCc1ccc(OC)c(OC)c1)OCO3	1	-0.9	-6	-0.5	-4	1.1	-0.5	-2.7	-0.5	-1	2
COC(=O)Cc1cc(=O)n2[nH]c(C)c(-c3ccccc3)c2n1	-104	-1.5	-131	-2.3	-9	-1.4	0.7	-0.5	0.1	-27	-23

Records listed so far that bear a hit mark in HGIII-sPLA2 inh:
SMILES	PLC-gamma1 inh	ssDAF12 agonist	PLC-beta3 inh	hcDAF12 agonist	ADAM17 inh	DAX1 inh-1	DAX1 inh-2	ADAM10 inh	HGIII-sPLA2 inh
CCN(CC)S(=O)(=O)c1ccc(C)c(NC(=O)COc2ccc3c(C)cc(=O)oc3c2)c1	-1	-0.9	3	-1.5	-7	1.8	-1.7	-3	20*

Four compounds from above, sorted by the value under PLC-gamma1 inh, high to low:
| molecule | PLC-gamma1 inh |
| --- | --- |
| Cc1cc(F)ccc1NCc1ccncc1 | 1 |
| COc1ccc(CNC(=O)COC(=O)c2cccc(S(=O)(=O)N3CCOCC3)c2)cc1 | -1 |
| CCNc1ncnc2c1cnn2C1CCCCO1 (stereo not given) | -2 |
| COc1ccccc1NC(=O)C(=O)Nc1ccc2c(c1)N(C(=O)C1CC1)CCC2 | -5 |
